yeast mec2-1 – NCI yeast anticancer drug screen, S. cerevisiae mec2-1 strain; growth inhibition, % at 50 µM; 9% of 79,000 active;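 also: 0% = growth of vehicle-only cultures of the same strain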
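mec2-1 yeast strain, carrying an alteration in DNA damage repair or cell cycle control, was exposed to compounds; growth inhibition was measured relative to vehicle-treated controls.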
yeast rad50 – NCI yeast anticancer drug screen, S. cerevisiae rad50 strain. AID 155. 10% of 79,000 active. growth inhibition, % at 50 µM;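 also: 0% = growth of vehicle-only cultures of the same strain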
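A DNA repair-deficient yeast mutant serves as the test organism; compound-induced growth inhibition is calculated against vehicle-treated cells.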
cln2 rad14 – NCI yeast anticancer drug screen, S. cerevisiae cln2 rad14 strain; % growth inhibition at 50 µM; 8.3% of 78,000 active;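 also: 0% = growth of vehicle-only cultures of the same strain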
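Compounds are applied to the cln2 rad14 yeast strain, and growth is then compared with that of vehicle-treated cultures to give inhibition.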
sgs1 mgt1 – NCI yeast anticancer drug screen, S. cerevisiae sgs1 mgt1 strain; 10% of 78,000 active; % growth inhibition at 50 µM;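 also: 0% = growth of vehicle-only cultures of the same strain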
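Mutant yeast exposed to compound; growth scored against vehicle-only wells.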
mlh1 rad18 – NCI yeast anticancer drug screen, S. cerevisiae mlh1 rad18 strain. % growth inhibition at 50 µM. 11% of 79,000 active. AID 175;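 also: 0% = growth of vehicle-only cultures of the same strain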
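In this whole-cell yeast screen, a strain with altered DNA damage repair is challenged with compound, and its growth is measured against matched vehicle-treated controls.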
yeast bub3 – NCI yeast anticancer drug screen, S. cerevisiae bub3 mutant strain. growth inhibition, % at 50 µM. 9.9% of 78,000 active;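 also: 0% = growth of vehicle-only cultures of the same strain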
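Part of a panel of yeast mutants defective in DNA damage repair or cell cycle regulation. Each strain is grown with compound, and inhibition is calculated relative to solvent-treated cultures.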
Starred values were filed as active, the others as inactive; / = not tested or not shown. Rule as the data show it: active = growth inhibition above about 70%; inactive = the rest.

SMILES	yeast mec2-1	yeast rad50	cln2 rad14	sgs1 mgt1	mlh1 rad18	yeast bub3
ClCCOCOc1ccc2ccccc2c1	23.9	29.6	16.7	43.6	26.9	26.6
FC(F)(F)c1cc(Nc2nc(-c3ccccc3)nc3c2C(=NCc2ccco2)OC3=NCc2ccco2)ccc1Cl	14.6	5.0	-6.3	2.9	9.8	-4.7
COc1ccc2[nH]c(=O)c(C(C)=O)c(O)c2c1	7.0	3.0	1.6	6.2	7.8	7.2
CCOC(=O)c1ccc(NC(=S)P(=O)(c2ccccc2)c2ccccc2)cc1	10.2	41.5	30.7	42.8	39.8	14.9
O=C(O)c1ccccc1Oc1ccccc1C(=O)O	-22.9	-8.8	/	/	-22.6	/
COc1cc2c(c3c1c(=O)c1ccccc1n3C)C=CC(C)(C)O2	-13.9	10.9	11.2	22.7	9.9	4.8
NC(N)=NCC[C@H](N)C(=O)O	1.4	-28.4	-14.2	12.4	6.7	16.5
N#C[C@H]1CC2C=CC1C2 (stereo partly drawn)	-20.0	12.2	8.2	0.7	15.7	0.8
COc1cc(OC)c(/C=C\c2ccnc3ccccc23)c(OC)c1	86.3*	81.6*	37.5	84.7*	-2.0	35.0
CCCCCCCCCC(OCC)OCC	-15.2	-25.1	-6.3	-11.6	-25.6	-31.4
Nc1ccc2c(c1)C(Br)c1cc(Cl)ccc1-2 (stereo not drawn)	-9.2	-33.6	-36.9	-4.0	3.9	5.6
COc1ccccc1-n1s/c(=N\OC(=O)c2sc3ccccc3c2Cl)sc1=S	-5.8	8.9	18.1	13.4	41.1	16.8
CCN1CCC(O)(/C=C/c2ccc(Cl)cc2)C(C(=O)/C=C/c2ccc(Cl)cc2)C1 (stereo not drawn)	-32.1	-8.8	19.9	-7.5	-0.9	-32.8
COC(=O)CC1CSCC1=O (stereo not drawn)	22.1	7.5	-12.5	6.0	11.2	12.6
COc1ccc(Cl)cc1NS(=O)(=O)c1c(C)cc(C)cc1C	60.2	29.0	11.3	32.6	68.6	49.8
CCOC(=O)/C(=C\c1ccc(Br)cc1)C(C)=O	94.2*	92.5*	92.5*	93.5*	91.7*	92.3*
Cc1cccc(-c2nc(=S)[nH][nH]2)c1	-4.0	-0.2	-8.2	0.1	-3.2	-3.2
COc1cc(OC)c(NC(N)=O)cc1Cl	-35.0	2.3	9.8	3.5	-15.8	5.8
CC(CN1CCCCCCC1)C(c1ccccc1)c1ccccc1 (stereo not drawn)	61.8	66.3	96.2*	94.1*	86.5*	98.5*
CC1(C)SC(C2NC(=O)C(c3ccccc3)NC2=O)NC1C(=O)O (stereo not drawn)	3.0	0.8	-6.8	0.4	7.7	5.4
Cn1cnc2[nH]c(=O)n(O)c(=O)c21	-6.6	9.4	-37.8	2.0	-11.9	-7.8
O=C(Nc1ccccc1)N1CC2(CN1)CNN(C(=O)Nc1ccccc1)C2	-3.2	-3.4	-8.0	15.7	-9.8	-3.4
CN(C)C/C=C/c1ccccc1	0.1	8.7	1.9	3.5	6.2	4.1
CC(O)CN1CNC(=S)NC1 (stereo not drawn)	-39.3	-3.8	8.8	-3.5	-7.2	-16.2
O/N=C(/Cc1nc2cc(Cl)c(Cl)cc2nc1C/C(=N/O)c1cccc2ccccc12)c1cccc2ccccc12	33.5	61.9	44.9	61.6	50.1	43.5
The list continues:
SMILES	yeast mec2-1	yeast rad50	cln2 rad14	sgs1 mgt1	mlh1 rad18	yeast bub3
O=C(C(=O)c1ccccc1)C(=O)c1ccccc1	-12.9	-18.6	-3.2	6.2	-12.1	-4.3
O=c1cc(-c2ccccc2)c2cc3c(=O)ccoc3cc2o1	27.1	12.8	14.9	12.0	0.9	-1.6
NC1(CO)COC2(CCCCC2)OC1	-5.3	5.0	-2.1	3.1	0.5	4.2
CC(=O)OC12c3ccccc3C(c3ccccc31)C1C(=O)N(c3ccccc3O)C(=O)C12 (stereo not drawn)	-17.4	-15.8	6.2	-4.2	7.7	-5.4
CC(C)CC(NC(=O)CNC(=O)OCc1ccccc1)C(=O)NC(Cc1ccccc1)C(=O)CCl (stereo not drawn)	53.4	41.9	39.9	65.0	44.6	47.5
CCCCCc1ccc(C)cc1OC(=O)CC	11.4	20.2	-13.4	4.0	12.2	19.4
O=C1c2cccc3cc([N+](=O)[O-])cc(c23)C(=O)N1CCNCCNCCNCCN1C(=O)c2cccc3cc([N+](=O)[O-])cc(c23)C1=O	89.0*	86.0*	90.2*	89.3*	90.9*	89.2*
O=C(COc1ccc(Cl)cc1Cl)Nc1cccc(C(F)(F)F)c1	8.0	-4.5	41.9	9.7	-0.4	1.0
NC(Cc1ccccc1)C(=O)CCl (stereo not drawn)	29.8	31.6	18.4	40.8	46.5	36.2
C=CCNC(=S)Nc1ccccc1	-9.9	-1.8	-5.1	4.2	-11.9	-18.9
CCc1ccc(NC(=O)Nc2cccc(Cl)c2)cc1	14.4	-5.8	-19.6	-5.3	4.9	-0.6
O=C(O)C1CCCCC1C(=O)Nc1ccc(Br)cc1 (stereo not drawn)	9.7	18.6	17.1	13.1	9.3	-0.1
O=C1C2CC[C@@H]3C(=O)C(Cl)(Cl)[C@@H]3CCC2C1(Cl)Cl (stereo partly drawn)	81.9*	83.3*	78.8*	84.6*	79.2*	70.8*
CCCCCCCCCCCCCCCCNc1nc(=S)cc(C)[nH]1	-27.6	-10.2	-14.6	-5.0	-10.9	-25.0
Nc1nc(SCC(=O)O)[nH]c(=O)c1N	30.1	-16.2	6.2	-1.7	2.7	-0.2
CC(=O)ON=C(C1CC1)C1CC1	3.5	-6.0	4.3	-6.4	-3.3	-13.0
CCCCc1ccc(N=Nc2ccccc2)cc1	-17.5	-9.3	-59.0	-15.6	-32.2	-6.0
O=C(CNc1ccc(Cl)cc1Cl)Nn1c(-c2ccccc2)nc2ccccc2c1=O	12.7	-3.9	13.8	38.0	16.9	12.9
C=CC(=O)OCCOc1ccc(Cl)cc1Cl	30.4	57.2	-28.1	73.2*	83.9*	24.2
O=S1(=O)C2C=CCC1C(Cl)CC2 (stereo not drawn)	29.9	-7.7	-24.4	36.0	-5.2	24.9
C[N+]1(C)CCC(O)C(c2ccccc2)C1 (stereo not drawn)	-0.5	-8.9	-22.5	-3.5	-0.7	-8.1
COc1ccc(OC)c2c(Nc3ccc(S(=O)(=O)O)c4cc(S(=O)(=O)O)cc(S(=O)(=O)O)c34)cc(C)nc12	-6.4	2.5	3.1	9.2	10.9	6.8
Nc1ncnc2nc(SCc3ccc(Cl)cc3)[nH]c12	-8.9	7.8	-24.4	3.7	7.7	25.9
CCCCC/C(=N\Nc1ccc([N+](=O)[O-])cc1[N+](=O)[O-])c1ccc(-c2ccccc2)cc1	6.0	13.9	19.1	-6.9	0.6	-6.0
O=C(Cn1nnc(N2CCCCC2)n1)N/N=C/c1ccccc1O	-42.0	-29.7	-10.8	-9.0	-29.3	-9.1

Results in mlh1 rad18, yeast mec2-1 and sgs1 mgt1, for some of the entries so far:
| Structure | mlh1 rad18 | yeast mec2-1 | sgs1 mgt1 |
| --- | --- | --- | --- |
| CCCCCCCCCCCCCCCCNc1nc(=S)cc(C)[nH]1 | -10.9 | -27.6 | -5.0 |
| CCCCCc1ccc(C)cc1OC(=O)CC | 12.2 | 11.4 | 4.0 |
| Nc1nc(SCC(=O)O)[nH]c(=O)c1N | 2.7 | 30.1 | -1.7 |
| CC(=O)OC12c3ccccc3C(c3ccccc31)C1C(=O)N(c3ccccc3O)C(=O)C12 (stereo not drawn) | 7.7 | -17.4 | -4.2 |

Next section
SMILES	yeast mec2-1	yeast rad50	cln2 rad14	sgs1 mgt1	mlh1 rad18	yeast bub3
CC(C)(CO)NCC(O)CS(=O)(=O)O (stereo not drawn)	-16.6	-30.8	-61.0	-9.0	0.4	4.2
COc1cc(C(C)c2cc3c(cc2OCCNC(=O)COc2cc4c(cc2C(C)c2cc(OC)c(OC)c(OC)c2)OCO4)OCO3)cc(OC)c1OC (stereo not drawn)	-28.6	-31.9	4.8	-25.6	-24.9	-19.6
O=C1C2CCSCN2C(=O)N1c1ccccc1 (stereo not drawn)	-14.9	-41.9	-15.9	-7.8	-19.0	-1.1
CCCCCCCSSCCCCCCC	-26.1	-9.8	11.9	-3.5	-0.4	-16.0
CCC(C)CN1CCc2c(c3c(c(OC)c2OC)CCC3)C1 (stereo not drawn)	3.7	18.2	21.2	-5.0	-3.4	2.2
CN(Cc1ccccc1)c1c([N+](=O)[O-])c(=O)n(C)c(=O)n1C	-7.2	7.8	-4.0	-6.4	11.3	1.2
Cc1nc(C)c(C(=O)NNC(=O)c2ccccc2)cc1C(=O)NNC(=O)c1ccccc1	-21.1	-48.6	10.7	-7.5	-59.1	-41.4
CN(Cc1cnc2nc(N)nc(N)c2n1)c1ccc(C(=O)NC(CCCCN)C(=O)O)cc1 (stereo not drawn)	-9.4	-0.1	-15.8	-0.1	30.9	-2.0
NC(=O)c1sc2ncccc2c1N	6.2	2.6	4.1	-0.1	-6.5	0.5
CC(C)CCc1ccc(O)cc1	-10.9	5.0	-31.9	-27.2	-5.2	0.7
O=C(O)c1cc(=O)[nH]c2ccccc12	-5.7	-10.1	-0.9	8.0	14.9	1.7
O=C1C=CC(=O)N1c1ccc2c(c1)Cc1cc(NC(=O)C(F)(F)F)ccc1-2	83.5*	87.7*	62.9	86.6*	86.0*	84.6*
C=C(c1ccc(OC)cc1)c1cc(C(C)(C)C)c(O)c(C(C)(C)C)c1	-1.8	-4.5	51.8	-17.9	0.3	-4.7
COC(=O)CSc1nnc(CSc2ccc(Cl)cc2)n1-c1ccccc1	16.9	6.2	44.0	58.5	7.0	74.5*
COCCNc1cncc(C(N)=O)c1	6.9	15.0	-19.2	9.2	10.9	2.5
c1ccc(Cc2cc3ccccc3c3ccccc23)cc1	14.9	20.1	-0.6	-6.6	82.5*	91.3*
c1cc(CNCCNCc2ccncc2)ccn1	-48.0	-36.0	-4.2	-46.5	-34.5	-34.0
CCCCCCCCCCCCCCCCCCSC(=N)N	-16.7	45.9	-116.0	-9.1	27.9	29.3
CCOC(=O)/C(C#N)=C/c1ccc(F)cc1	9.7	24.1	1.9	8.6	34.7	36.8
COC(=O)[C@@H](NC1(c2ccccc2)c2ccccc2-c2ccccc21)[C@H](OC(=O)[C@H]1CCCN1S(=O)(=O)c1ccccc1)C(=O)OC	-23.6	-9.9	-2.5	7.7	8.2	-2.1
CCCCOc1ccc(NC(=S)Nc2ccc(OCCN(CC)CC)cc2)cc1	39.1	63.6	80.8*	83.8*	79.2*	71.0*
O=CC(=O)c1ccc(F)cc1	-10.0	-20.2	-15.2	-0.1	2.0	-8.6
CC(CCO)CCO	-16.2	41.5	16.2	-8.9	17.0	4.5
CCOC(=O)/C(C#N)=C(N)/C(=N\Nc1cccc(C(F)(F)F)c1)C(=O)OCC	-24.7	14.2	15.2	-18.9	1.8	-2.1
O=C(O)C(O)c1ccc(Cl)c(Cl)c1 (stereo not drawn)	-24.3	29.4	-13.3	7.2	11.1	15.8

An excerpt of these results, bar-delimited:
Molecule | yeast mec2-1 | yeast rad50 | cln2 rad14 | sgs1 mgt1 | mlh1 rad18 | yeast bub3
CCC(C)CN1CCc2c(c3c(c(OC)c2OC)CCC3)C1 (stereo not drawn) | 3.7 | 18.2 | 21.2 | -5.0 | -3.4 | 2.2
CN(Cc1ccccc1)c1c([N+](=O)[O-])c(=O)n(C)c(=O)n1C | -7.2 | 7.8 | -4.0 | -6.4 | 11.3 | 1.2
Cc1nc(C)c(C(=O)NNC(=O)c2ccccc2)cc1C(=O)NNC(=O)c1ccccc1 | -21.1 | -48.6 | 10.7 | -7.5 | -59.1 | -41.4

Some values from above:
Under yeast rad50, CCCCCCCSSCCCCCCC reads -9.8
Under yeast rad50, O=C(O)c1cc(=O)[nH]c2ccccc12 reads -10.1

Entries of single compounds as entered above. Order of screens: yeast mec2-1 | yeast rad50 | cln2 rad14 | sgs1 mgt1 | mlh1 rad18 | yeast bub3
O=C(C(=O)c1ccccc1)C(=O)c1ccccc1 as listed: -12.9 | -18.6 | -3.2 | 6.2 | -12.1 | -4.3
CCCCCc1ccc(C)cc1OC(=O)CC as listed: 11.4 | 20.2 | -13.4 | 4.0 | 12.2 | 19.4

Next section.
SMILES	yeast mec2-1	yeast rad50	cln2 rad14	sgs1 mgt1	mlh1 rad18	yeast bub3
COC1C(=O)CCC2(CO2)C1(O)C1(C)OC1CC=C(C)C (stereo not drawn)	-34.4	-22.9	-5.2	-31.6	-25.8	-28.2
NC(=O)N/N=C/c1ccccc1	5.7	1.6	-35.1	2.1	9.0	-1.0
CN(C)CCNc1cc([N+](=O)[O-])ccc1[N+](=O)[O-]	-10.8	3.8	3.1	1.8	18.4	14.6
O=C(NO)c1coc2ccccc2c1=O	86.1*	31.1	19.8	62.0	-7.2	13.7
Cc1c2ccn(O)cc2c(C)c2c1nc1ccccc12	-21.9	-11.0	-5.8	-8.7	-16.4	-25.4
O=C(O)c1ccccc1Nc1nc2ccccc2o1	2.1	-1.9	-26.6	-7.0	0.2	15.2
